Screening results as filed in PubChem.
Myeloid diff MLP – promotes myeloid progenitor differentiation; ER-HoxA9 myeloid progenitors, lysozyme-GFP differentiation, flow cytometry; calls only at 10 µM; actives 1% (n = 360,000); AID 624256;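 active = normalized GFP-positive differentiation at or above the plate's own cutoff, the solvent-only control mean plus 3 SD; inconclusive = no clear call, values can overlap the other calls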;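 also: cells exposed to compound for four days before flow analysis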
Hep lipid drop – modulators of hepatic lipid droplet formation; AML12 mouse hepatocytes, oleate lipid droplets, BODIPY imaging; inhibition, % at 6.5 µM; actives 0.4% (n = 240,000);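 active = lipid droplet intensity inhibited by at least 50%, with more than 500 cells counted; inconclusive = wells with under 300 cells, treated as cytotoxic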
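Material: mouse AML12 hepatocyte cell line, fixed after treatment; Timing: compound with oleate, overnight; Technique: high-content imaging of BODIPY-stained droplets and DAPI nuclei; Probe or stimulus: oleate, 100 µM final; Dosing: compound at 6.5 µM only.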
T cell HTS – T cell immune modulation candidate; 2C CD8+ T cell-vesicle binding, flow cytometry; hits give low values; calls only at 7 µM; actives 0.068% (n = 330,000);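 active = response, share of CD8 T cells binding vesicles, and their 90th percentile fluorescence all below set limits, cut at about 80% in these data, passing the limit was not always enough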
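Benchmarks: naked versus QL9-loaded vesicles / Assay system: purified 2C TCR transgenic mouse naive CD8+ T cells / Technique: high-throughput flow cytometry with anti-B7-1 and anti-CD8 staining / Timing: Cell–vesicle co-incubation 1.5 h at 37 °C, staining 20 min on ice / Read-out: percent CD8+ FL2 mean versus row control / Probe or stimulus: QL9-loaded Drosophila micro-vesicles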
Ins promoter up – MIN6 insulin promoter up-regulation; MIN6 insulin promoter-GFP reporter, high-content imaging; hits give high values; z-score at 5 µM; actives 0.3% (n = 190,000); AID 1625;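 active = z-score above 3 at 5 µM with at least 500 cells counted in the well; inconclusive = wells under 500 cells, flagged as cytotoxic or low count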
West Nile virus CPE – inhibition of WNV-induced cytopathic effect – cell-based, CPE readout (AID 1621); actives 0.02% (n = 290,000); CPE inhibition, % at 10 µM; hits with a dose series show IC50 in µM; West Nile virus-infected cells, CPE inhibition; higher % means a stronger effect; in the data active = a potency from the dose series; inconclusive = CPE inhibition mostly from about 3.7% at the one dose, without a potency; inactive = the rest, 99 in 100 with CPE inhibition below about 2.2%; also: strong numbers were not always called active
Autophagy HCS – alters autophagy in cells; MEF GFP-LC3 puncta imaging; test concentration mostly 10 µM; calls only at 10 µM (by protocol); actives 0.98% (n = 190,000); AID 463193;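 active = percentage of spot-positive cells more than 3 SD above its plate mean, without a fluorescence outlier flag or 80% toxicity; inconclusive = no clear call, values can overlap the other calls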;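 also: spot-positive cell cutoff set from DMSO-treated cells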
WT yeast gro inh – growth inhibition of WT yeast, mitochondrial fusion screen; inhibition, % at 10 µM; mitochondrial fusion phenotypic screen, WT strain; actives 2.1% (n = 190,000); AID 1362; in the data active = inhibition above about 58%; tested in S. cerevisiae
b-catenin transl – modulators of beta-catenin nuclear translocation; HeLa beta-catenin nuclear translocation, immunofluorescence imaging; nuclear translocation activity, % at 5 µM; actives 0.3% (n = 190,000);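 active = nuclear translocation activity above 50% at 5 µM, with a well cell count of 50 or more; inconclusive = wells under 50 cells across six images, flagged as toxic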;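 also: per-cell ratio of nuclear to cytoplasmic median beta-catenin stain intensity; plate controls were DMSO negative control for no effect and GSK-3 inhibitor IX positive control for full effect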
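System: HeLa cells, endogenous beta-catenin; compound dosing: 5 µM primary single dose, 0.1% DMSO, 0.02–20 µM confirmation series; incubation: 24 h compound exposure at 37°C, 5% CO2; signal: beta-catenin immunofluorescence imaging with DAPI; evaluation: % activation, nuclear-to-cytoplasmic median beta-catenin signal ratio per cell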
MT stabilize HCS – microtubule stabilization, imaging screen. % tubulin-high responders, % at 10 µM. HeLa tubulin immunostaining HCS, 24 h; share of cells brighter than vehicle mean+2SD. actives 0.83% (n = 200,000);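 active = plate Z-score above 3 for both tubulin-high and condensed-nucleus cell shares, with cell loss under 80%, at 10 µM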;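 also: anti alpha tubulin signal scored within the nucleus-defined area of each cell; some results filed as inactive read as strong as hits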
WT yeast gro inh mutant strain – further read-out of WT yeast gro inh, marked with its call; inhibition, %; mitochondrial fusion phenotypic screen, mutant strain inhibition
Ins promoter up cell count – recorded beside Ins promoter up, whose call it bears; cell count; measured here: cytotoxicity, nuclei count;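 total cells summed across four imaged fields per well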
Hep lipid drop cells 6.5 µM – second read-out of Hep lipid drop, no call of its own (marks repeat the call); cell count; measured here: cell count, cytotoxicity flag;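 cells counted across two imaged fields per well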
b-catenin transl cell count 5 µM – recorded beside b-catenin transl, whose call it bears; cell count; measured here: cell count, cytotoxicity flag
T cell HTS vesicle-bound % – recorded beside T cell HTS, whose call it bears; double positive events, %; measured here: CD8+ vesicle-bound cell fraction;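 binding gate set so that unloaded-vesicle control wells show 10% double positive cells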
MT stabilize HCS Hoechst-high % – recorded beside MT stabilize HCS, whose call it bears; % Hoechst-high responders; measured here: nuclear condensation Hoechst responders;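 share of cells brighter than vehicle mean plus two SD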
MT stabilize HCS cytotoxicity % – also measured in MT stabilize HCS; calls as there; toxicity, %; measured here: cytotoxicity by cell density;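 0% = mean cell density of plate MIN control wells and 100% = no cells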
Autophagy HCS cell loss 18 h – second read-out of Autophagy HCS, no call of its own (marks repeat the call); toxicity, %; measured here: cell loss, nuclei count;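 cell loss after 18 h compound exposure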
Myeloid diff MLP GFP+ MAC1+ % – second read-out of Myeloid diff MLP, no call of its own (marks repeat the call); GFP+ MAC1+ double positive, %; measured here: differentiation confirmed by MAC1 staining
* = called active by the depositor; i = inactive; ? = inconclusive; / = not tested or not shown.

SMILES	Myeloid diff MLP	Myeloid diff MLP GFP+ MAC1+ %	Hep lipid drop	Hep lipid drop cells 6.5 µM	T cell HTS	T cell HTS vesicle-bound %	Ins promoter up	Ins promoter up cell count	West Nile virus CPE	Autophagy HCS	Autophagy HCS cell loss 18 h	WT yeast gro inh	WT yeast gro inh mutant strain	b-catenin transl	b-catenin transl cell count 5 µM	MT stabilize HCS	MT stabilize HCS Hoechst-high %	MT stabilize HCS cytotoxicity %
O=C(Nc1nnc(-c2ccc(Cl)cc2)o1)c1ccc(N2C(=O)CCC2=O)cc1	i	0.5	-10	612	i	26	0.04	1233	0.4%	i	-3	7	-30	-1.0	998	2.0	1.9	3.6
CCn1c(COc2ccc(C)cc2)nnc1SCC(=O)Nc1cc(OC)ccc1OC	i	2.2	/	/	i	39	-0.61	1101	-0.5%	i	21	15	12	-0.7	1093	2.2	1.5	15
COc1ccccc1OP(=O)(O)Oc1ccccc1OC	i	0.6	-12	707	i	44	-0.21	1353	-0.3%	i	-4	-17	13	-2.3	1102	2.9	1.5	4.6
COCC(COS(N)(=O)=O)C(C)C (stereo not drawn)	i	0.3	0	771	i	23	/	/	0.2%	/	/	/	/	/	/	/	/	/
Cc1ccc2c(c1)C(=O)CC1(CCCC1)O2	i	2.4	7	640	i	20	1.6	761	-0.5%	/	/	/	/	0.1	1267	/	/	/
Cc1nc(NC(=O)CSc2nnc(-c3ccccc3)c(-c3ccccc3)n2)c(Cl)cc1Cl	i	3.6	-13	480	i	51	0.06	1131	/	i	2	10	3	/	/	5.5	2.5	7.1
CCn1c(=O)c2c(nc(SCC(=O)NCC3CCCO3)n2C)n(C)c1=O (stereo not drawn)	i	4.6	/	/	i	25	0.19	1203	-0.1%	i	-27	14	7	-3.4	984	2.0	1.9	13
Cc1ccccc1CN1C2=NCCCN2c2ccccc21	?	/	-32	795	i	39	/	/	-1.8%	i	34	-14	-2	-2.4	1082	2.6	1.7	7.2
Cc1cnc(C)c(N2CCN(Cc3nc(-c4cccc(F)c4F)oc3C)CC2)n1	i	0.4	-15	755	i	25	-1.1	1477	-0.6%	i	-1	5	12	0.2	1000	1.1	1.2	3.4
COc1ccc(OC)c(S(=O)(=O)Nc2cccnc2)c1	i	3.2	10	726	i	13	-0.26	852	0.2%	i	-4	23	14	/	/	2.3	1.6	5.6
O=C(CCNC(=O)C1CCN(S(=O)(=O)c2ccccc2)CC1)NCc1ccc(Cl)cc1Cl	i	0.9	56*	704*	i	69	/	/	-0.5%	/	/	/	/	/	/	/	/	/
COc1ccc(NC(=S)N2CCC(c3ccccc3)C2)cc1 (stereo not drawn)	i	0.6	5	412	i	47	/	/	-0.6%	/	/	/	/	/	/	/	/	/
COc1ccc(CCN(C)C2CCCN(C(=O)c3sccc3C)C2)cc1OC (stereo not drawn)	i	0.9	2	833	i	67	/	/	-0.7%	/	/	/	/	/	/	/	/	/
CCc1n[nH]c(=O)c2cc3cc(OC)ccc3n12	i	0.6	-19	760	i	16	/	/	-0.3%	/	/	/	/	/	/	/	/	/
COc1ccc(Nc2nnc(-c3ccc(N4CCOCC4)c([N+](=O)[O-])c3)c3ccccc23)cc1	i	0.8	/	/	/	/	/	/	2.0%	i	4	/	/	/	/	3.2	2.3	8.2
CC(C)C(=O)Nc1ccc(C(=O)NNC(=S)NC(=O)c2ccco2)cc1	i	0.3	-7	688	i	53	1.2	1005	0.1%	/	/	/	/	-0.7	1311	/	/	/
CC(=O)c1cc(C#N)c(SCC(=O)C(C)(C)C)nc1C	i	3.7	/	/	/	/	?	/	?	i	7	6	-3	-7.4	893	3.1	2.0	5.2
C=CCOc1ccc(/C=C/C(=O)OCC(=O)N(C)C2CCS(=O)(=O)C2)cc1 (stereo not drawn)	i	3.7	2	703	i	18	/	/	0.3%	/	/	/	/	/	/	/	/	/
Cc1nnc(NC(=O)c2ccc(S(=O)(=O)N3CCc4ccccc4C3)cc2)o1	i	0.6	10	687	i	38	-0.4	1245	-1.5%	i	2	26	17	2.9	1104	2.8	2.1	5.8
O=C1CSC(c2cccc([N+](=O)[O-])c2)N1CCN1CCCCC1 (stereo not drawn)	i	0.5	1	744	i	30	0.06	1535	-1.2%	i	-4	-3	-9	-0.1	1563	2.7	1.4	8.9
Cc1ccc(C)c(N2CCN(Cc3nnnn3C3CCCCC3)CC2)c1	i	1.1	-4	684	i	46	0.58	1783	-0.7%	i	1	29	19	-1.1	1083	2.4	1.7	1.6
COc1ccc(C(=O)NCC(=O)N/N=C/c2cn(C)c3ccccc23)cc1OC	i	2.0	-5	687	i	30	/	/	-0.6%	/	/	/	/	/	/	/	/	/
CCCCOC(=O)Cn1c(=O)n(CC(=O)OCCCC)c2cc(C)ccc21	i	0.2	12	813	i	3	/	/	0.2%	i	-4	48	32	/	/	1.0	1.1	15
COc1ccc(CC(=O)NC(C)c2nnc(SCC(=O)c3ccc(Br)cc3)n2C)cc1 (stereo not drawn)	i	5.2	/	/	i	9	0.36	975	-0.1%	i	8	-5	11	/	/	3.5	2.1	3.7
CN(C)c1nc(Nn2cnnc2)nc(N(C)C)n1	i	0.8	-10	667	i	33	0.59	1060	0.1%	/	/	/	/	-0.8	1384	/	/	/

The closing 3 compounds of the section before open the next one.
SMILES	Myeloid diff MLP	Myeloid diff MLP GFP+ MAC1+ %	Hep lipid drop	Hep lipid drop cells 6.5 µM	T cell HTS	T cell HTS vesicle-bound %	Ins promoter up	Ins promoter up cell count	West Nile virus CPE	Autophagy HCS	Autophagy HCS cell loss 18 h	WT yeast gro inh	WT yeast gro inh mutant strain	b-catenin transl	b-catenin transl cell count 5 µM	MT stabilize HCS	MT stabilize HCS Hoechst-high %	MT stabilize HCS cytotoxicity %
CCCCOC(=O)Cn1c(=O)n(CC(=O)OCCCC)c2cc(C)ccc21	i	0.2	12	813	i	3	/	/	0.2%	i	-4	48	32	/	/	1.0	1.1	15
COc1ccc(CC(=O)NC(C)c2nnc(SCC(=O)c3ccc(Br)cc3)n2C)cc1 (stereo not drawn)	i	5.2	/	/	i	9	0.36	975	-0.1%	i	8	-5	11	/	/	3.5	2.1	3.7
CN(C)c1nc(Nn2cnnc2)nc(N(C)C)n1	i	0.8	-10	667	i	33	0.59	1060	0.1%	/	/	/	/	-0.8	1384	/	/	/
O=C(COc1ccc2ccccc2c1Br)Nc1ncn[nH]1	i	1.0	/	/	i	46	/	/	1.1%	i	18	2	21	-2.9	1054	5.4	1.9	1.0
OC(COC1CCCCC1)CN1CCCCC1 (stereo not drawn)	i	1.8	-1	743	i	33	/	/	0.0%	/	/	/	/	/	/	/	/	/
CCOc1ccc(-c2cc(CCCC(=O)NCc3ccco3)no2)cc1	i	2.6	4	666	i	53	/	/	-0.4%	i	0	12	2	2.9	1111	4.0	2.8	7.5
CC(=O)Nc1ccc(S(=O)(=O)N(C)CC(=O)N/N=C/c2cccc(O)c2)cc1	i	0.2	-56	713	i	63	0.81	1425	0.8%	i	-5	-15	-24	-0.9	999	2.3	1.4	4.3
Cc1cccc(C)c1OCCN1CCOCC1	i	0.5	1	839	i	56	/	/	2.9%	/	/	/	/	/	/	/	/	/
COc1ccccc1NC(=O)NNC(=O)COc1ccc2ccccc2c1	i	0.7	-50	719	i	66	/	/	0.1%	/	/	/	/	/	/	/	/	/
O=C(Cn1nc(-c2ccc(Cl)cc2)ccc1=O)NCCN1CCOCC1	i	3.0	/	/	i	15	-0.69	994	-0.1%	i	13	7	-2	-1.6	1214	6.1	2.8	3.8
CCC(C)(C)NC(=O)C(c1ccc(OC)cc1)N(C(=O)CCC(=O)Nc1cc(C)on1)c1ccc(OC)cc1OC (stereo not drawn)	i	0.5	2	774	i	32	/	/	0.8%	/	/	/	/	/	/	/	/	/
O=C(Nc1ccc([N+](=O)[O-])cc1)c1cc2ccccc2nc1Cl	i	0.7	0	611	i	37	0.11	759	-0.3%	/	/	/	/	0.2	1333	/	/	/
Cc1nnc(SCc2ccc(C(=O)Nc3cc(Cl)ccc3C)cc2)s1	i	0.7	0	745	i	29	0.9	1502	-1.1%	i	0	-9	2	1.1	547	2.6	2.3	1.5

Some of these compounds in order of their number in T cell HTS vesicle-bound %, falling:
structure,T cell HTS vesicle-bound %
CC(=O)Nc1ccc(S(=O)(=O)N(C)CC(=O)N/N=C/c2cccc(O)c2)cc1,63
Cc1cccc(C)c1OCCN1CCOCC1,56
O=C(COc1ccc2ccccc2c1Br)Nc1ncn[nH]1,46
Cc1nnc(SCc2ccc(C(=O)Nc3cc(Cl)ccc3C)cc2)s1,29
O=C(Cn1nc(-c2ccc(Cl)cc2)ccc1=O)NCCN1CCOCC1,15

Two entries picked at random from the list so far:
SMILES	Myeloid diff MLP	Myeloid diff MLP GFP+ MAC1+ %	Hep lipid drop	Hep lipid drop cells 6.5 µM	T cell HTS	T cell HTS vesicle-bound %	Ins promoter up	Ins promoter up cell count	West Nile virus CPE	Autophagy HCS	Autophagy HCS cell loss 18 h	WT yeast gro inh	WT yeast gro inh mutant strain	b-catenin transl	b-catenin transl cell count 5 µM	MT stabilize HCS	MT stabilize HCS Hoechst-high %	MT stabilize HCS cytotoxicity %
O=C(COc1ccc2ccccc2c1Br)Nc1ncn[nH]1	i	1.0	/	/	i	46	/	/	1.1%	i	18	2	21	-2.9	1054	5.4	1.9	1.0
Cc1cccc(C)c1OCCN1CCOCC1	i	0.5	1	839	i	56	/	/	2.9%	/	/	/	/	/	/	/	/	/
